# From PubChem
# Exocytosis inh = lytic granule exocytosis inhibition | inhibition, % at 10 µM | TALL-104 LAMP-1 surface exposure, flow cytometry; cells stimulated with thapsigargin and PMA | AID 651702 | 360,000 tested, 0.66% active;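 active = inhibition above about 55%, limit read from the data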
# SRC1 inh = human NCOA1 inhibition | Q15788 | HEK293 GAL4-SRC1 luciferase reporter, luminescence | inhibition, % at 3.6 µM | 360,000 tested, 0.12% active | AID 588354;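 active = inhibition above the campaign mean plus 3 SD, with each screening campaign given its own cutoff, cut at about 60% in these data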;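 note: 0% = DMSO treated cells and 100% = gossypol at 36 µM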
# NR5A2 inv ag = NR5A2 inverse agonism in reporter assay | inhibition, % at 3.6 µM | AID 602396 | HEK293T StAR-luciferase reporter, LRH-1 transfected, 24 h | 360,000 tested, 0.13% active | O00482;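 active = inhibition above the mean inhibition of all tested compounds plus 3 SD, cut at about 73% in these data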;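 note: 0% = DMSO wells and 100% = reporter-only cells lacking LRH-1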
# Target sequence (O00482 whole entry, looked up): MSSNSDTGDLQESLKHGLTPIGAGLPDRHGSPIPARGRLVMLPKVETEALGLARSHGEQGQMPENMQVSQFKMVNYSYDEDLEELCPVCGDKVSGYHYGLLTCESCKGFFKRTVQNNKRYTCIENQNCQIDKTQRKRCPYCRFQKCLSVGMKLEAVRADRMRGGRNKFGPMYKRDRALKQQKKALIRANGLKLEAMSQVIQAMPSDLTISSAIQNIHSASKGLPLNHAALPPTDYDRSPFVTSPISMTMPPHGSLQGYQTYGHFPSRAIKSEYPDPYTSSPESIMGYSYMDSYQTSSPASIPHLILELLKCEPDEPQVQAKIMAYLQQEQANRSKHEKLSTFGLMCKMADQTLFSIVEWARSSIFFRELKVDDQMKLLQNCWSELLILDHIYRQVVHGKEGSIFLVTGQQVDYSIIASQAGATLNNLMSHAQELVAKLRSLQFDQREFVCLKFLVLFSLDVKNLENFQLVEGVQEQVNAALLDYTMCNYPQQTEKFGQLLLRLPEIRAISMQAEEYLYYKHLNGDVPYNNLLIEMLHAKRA
# NCOA2 inhibitor = human SRC2 (NCOA2) inhibition; Q15596; HEK293 GAL4-SRC2 luciferase reporter, luminescence; 370,000 tested, 0.17% active; inhibition, % at 9 µM;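 active = inhibition above the mean inhibition of all tested compounds plus 3 SD, set per campaign, cut at about 52% in these data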;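 note: 0% = DMSO treated cells and 100% = cells given Gossypol at 36 µM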
# TWEAK Fn14 block = TWEAK-Fn14 signaling inhibition. TWEAK-stimulated Fn14 reporter cells, luciferase luminescence, 8 h. inhibition, % at 10 µM. 360,000 tested, 2% active; in the data active = inhibition above about 50%
# SRC3 inh = inhibits human SRC3 coactivator. inhibition, % at 3.6 µM. Q9Y6Q9. 360,000 tested, 0.17% active. HEK293 GAL4-SRC3 luciferase reporter, luminescence;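 active = inhibition above a per-campaign cutoff, the mean of all compounds plus 3 SD, cut at about 60% in these data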;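 note: 0% = DMSO-treated cells and 100% = gossypol-treated cells at 36 µM; higher means less SRC3-driven luciferase light from the GAL4 reporter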
# TROY signal inh = blocks TROY-dependent signaling in reporter cells. Q293 LMP1-TROYcd NF-kB luciferase reporter, 4 h. inhibition, % at 10 µM. 360,000 tested, 0.98% active. AID 1347056;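 active = compounds whose plate-normalised and pattern-corrected inhibition of the luciferase reporter signal at the single screening dose is 50% or more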
# ABHD5-PLIN5 inh = blocks binding of human ABHD5 to perilipin-5; Q00G26+Q8WTS1; Split G. princeps luciferase complementation, luminescence, 4 h; inhibition, % at 4 µM; 360,000 tested, 0.78% active;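 active = inhibition above the mean inhibition across every tested compound plus 3 SD, cut at about 22% in these data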;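 note: 0% = DMSO only wells and the 100% control is not disclosed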
# TLR9-MyD88 block = inhibitors of human TLR9-MyD88 binding. Q9NR96+Q99836. CHO BLA complementation TLR9-MyD88, CCF4 FRET ratio. inhibition, % at 4.98 µM. 340,000 tested, 0.21% active;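 active = inhibition above the mean over all tested compounds plus 3 SD, cut at about 21% in these data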;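 note: 0% = DMSO only wells and 100% = clavulanate BLA inhibitor control wells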
# NR2F2 inh = NR2F2 (human) inhibition, primary screen. HEK293T NGFI-A luciferase reporter, luminescence. inhibition, % at 8.6 µM. 370,000 tested, 0.7% active;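 active = inhibition above a per-plate cutoff, mean inhibition of test wells between control levels plus 3 SD, cut at about 38% in these data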;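 note: cells cotransfected with COUP-TFII expression vector driving the NGFI-A reporter; 0% = median of COUP-TF2 test wells and 100% = reporter-only cells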
# NOD2-RIPK2 inh = inhibitors of human NOD2-RIPK2 interaction; O43353; CHO BLA complementation NOD2-RIPK2, CCF4 ratio; inhibition, % at 4.98 µM; 360,000 tested, 0.38% active; AID 624267; in the data active = inhibition above about 21%;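 note: 0% = vehicle only and 100% = reference blocker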
# Target sequence (O43353 whole entry, looked up): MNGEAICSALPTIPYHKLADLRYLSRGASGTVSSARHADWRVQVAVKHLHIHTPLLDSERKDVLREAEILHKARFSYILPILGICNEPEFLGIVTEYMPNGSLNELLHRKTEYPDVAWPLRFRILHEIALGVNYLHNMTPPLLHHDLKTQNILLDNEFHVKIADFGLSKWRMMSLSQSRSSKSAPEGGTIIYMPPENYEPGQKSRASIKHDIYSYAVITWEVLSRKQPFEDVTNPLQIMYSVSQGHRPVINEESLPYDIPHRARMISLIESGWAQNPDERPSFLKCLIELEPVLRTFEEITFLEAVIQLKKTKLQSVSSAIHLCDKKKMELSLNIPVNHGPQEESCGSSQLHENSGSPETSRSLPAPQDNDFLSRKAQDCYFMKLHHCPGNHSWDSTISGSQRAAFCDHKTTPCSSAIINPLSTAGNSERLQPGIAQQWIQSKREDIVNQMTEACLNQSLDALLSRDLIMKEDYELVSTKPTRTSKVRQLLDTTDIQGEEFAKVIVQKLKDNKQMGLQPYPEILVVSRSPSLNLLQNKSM
# Active calls of the source: *; x = no result given. Not all compounds are listed, so the mix of outcomes need not match the whole.
SMILES,Exocytosis inh,SRC1 inh,NR5A2 inv ag,NCOA2 inhibitor,TWEAK Fn14 block,SRC3 inh,TROY signal inh,ABHD5-PLIN5 inh,TLR9-MyD88 block,NR2F2 inh,NOD2-RIPK2 inh
C/C(CC(=O)Nc1ccc(N(C)C)cc1)=N\NC(=O)c1ccccc1F,1,-73,-104,-38,42,-63,46,-2,2,-49,-1
Cc1ccccc1NC(=O)c1cccc2nccnc12,-1,-26,-27,15,23,-24,-24,5,1,-14,-9
O=C(CN(Cc1cccs1)C(=O)CNS(=O)(=O)c1ccc(Cl)cc1)NCC1CCCO1 (stereo unspecified),-1,-2,6,-43,18,5,2,-1,7,-7,-2
O=C(O)CSc1nc2c(c(C(F)(F)F)n1)CCc1ccccc1-2,2,6,-6,-13,15,9,10,-5,-1,-2,-3
CCOC(=O)C1=C(C)Nc2ccccc2N=C1NC(=O)c1cccc(S(=O)(=O)NCc2ccccc2)c1,1,2,19,-2,10,8,-4,-1,0,21,0
CCc1cccc(C)c1NC(=O)C1CCCN(S(C)(=O)=O)C1 (stereo unspecified),-6,-3,-22,-11,6,-17,18,-3,-3,9,0
COCc1cc(C)nc(SCC(=O)Nc2ccccc2N2CCOCC2)c1C#N,-13,-2,-30,21,-2,12,1,-2,3,14,-6
CCCC(=O)OCC(=O)NCc1ccc(Cl)cc1,0,6,-7,8,-1,4,4,1,-1,5,-1
COc1ccc(CC(=O)c2ccccc2C(=O)O)cc1,-5,9,-20,-8,-3,-2,6,-1,-2,4,-6
CCN(CC)C(=O)c1[nH]cnc1C(=O)Nc1ccc(OC)cc1,-14,10,19,2,1,-1,-6,-26,-1,8,-4
CC(OC(=O)c1ccco1)C(=O)Nc1ccc(C(F)(F)F)cc1 (stereo unspecified),-1,-7,3,-16,-3,18,-33,14,3,5,-6
Cc1n[nH]c(=O)n1-c1ccc(C(C)(C)C)cc1,8,5,9,-3,1,6,2,-12,-11,-15,-11
CC(/C=N/NC(=O)c1cccnc1)=C\c1ccco1,-5,-3,16,6,6,-2,-10,7,4,9,-1
O=C(O)CC(C(=O)Nc1ccc(Cl)cc1)N1CCCCCC1 (stereo unspecified),1,3,-3,-31,1,-4,6,3,3,10,0
COc1ccc(S(=O)(=O)N(CC(=O)NCC2CCCO2)c2ccc(Cl)cc2)cc1 (stereo unspecified),-34,7,-11,10,19,-10,-5,-14,-14,15,5
CCNc1ccccc1C(=O)O,4,-16,-7,1,7,5,9,1,0,13,4
CC1CCCN(C(=O)c2cccc(S(=O)(=O)Nc3cc(C(F)(F)F)ccc3Cl)c2)C1 (stereo unspecified),-4,-4,19,6,-1,11,4,-2,-5,-6,3
O=C(C1=C(O)C(=O)N(CCN2CCOCC2)C1c1cccc(Br)c1)c1cc2ccccc2o1 (stereo unspecified),-4,-5,-7,-8,3,-8,-5,-6,-5,9,-8
CC(=O)N1CCN(c2ccc(NC(=O)c3ccc([N+](=O)[O-])o3)cc2Cl)CC1,-10,-29,42,17,29,-4,8,-4,4,-20,28*
C[C@@H](CN1C2=NC[C@H](C)N2C[C@H]1Cc1ccc(O)cc1)NC(=O)CCC1CCCCC1,-6,-7,7,4,3,-2,9,-13,1,-6,0
COc1cc(CNCc2cccs2)ccc1OCC(N)=O,-1,-2,10,-24,-4,4,4,3,7,0,1
O=C(CC1C(=O)NCCN1Cc1c(F)cccc1Cl)NCCC1=CCCCC1 (stereo unspecified),4,15,12,1,2,3,-14,9,-6,19,-9
COc1ccc(/C=C2\CCc3ccccc3C2=O)cc1Cn1nc(C)cc1C,4,5,-2,5,28,-10,4,4,13,11,-4
O=C(NCc1cccnc1)C1C2C=CC(C2)C1C(=O)Nc1cccc(C(F)(F)F)c1 (stereo unspecified),4,3,7,-2,-2,-36,-15,0,7,-2,-6

# Of the compounds above, 2 contain an NH in an aromatic ring.
SMILES,Exocytosis inh,SRC1 inh,NR5A2 inv ag,NCOA2 inhibitor,TWEAK Fn14 block,SRC3 inh,TROY signal inh,ABHD5-PLIN5 inh,TLR9-MyD88 block,NR2F2 inh,NOD2-RIPK2 inh
CCN(CC)C(=O)c1[nH]cnc1C(=O)Nc1ccc(OC)cc1,-14,10,19,2,1,-1,-6,-26,-1,8,-4
Cc1n[nH]c(=O)n1-c1ccc(C(C)(C)C)cc1,8,5,9,-3,1,6,2,-12,-11,-15,-11

# The list goes on.
SMILES,Exocytosis inh,SRC1 inh,NR5A2 inv ag,NCOA2 inhibitor,TWEAK Fn14 block,SRC3 inh,TROY signal inh,ABHD5-PLIN5 inh,TLR9-MyD88 block,NR2F2 inh,NOD2-RIPK2 inh
COc1ccc(CSc2n[nH]c(=O)[nH]c2=O)cc1,0,-35,13,-33,-1,2,8,-4,-5,13,-7
O=c1[nH]c(CN2CCN(S(=O)(=O)c3ccc(Cl)cc3)CC2)nc2cc(Cl)ccc12,0,-1,11,-8,-8,13,-12,3,12,14,-1
Cn1c(SCC(=O)NC(=O)c2cccc([N+](=O)[O-])c2)nnc1-c1ccc(F)cc1,7,0,1,-8,-6,10,14,3,4,-7,9
c1ccc(OC2CCCCC2N2CCOCC2)cc1 (stereo unspecified),3,-12,1,-23,-11,17,-6,-3,4,3,0
COc1ccc(-c2nc(N3CCN(C)CC3)sc2-c2ccc(OC)cc2)cc1,37,12,-14,-4,-26,13,-1,-1,-7,-11,1
C/C(=N\NC(=O)C(C)n1nc(C)c([N+](=O)[O-])c1C)c1ccccc1O (stereo unspecified),-6,16,3,15,4,24,18,-3,-2,4,-2
COc1ccc(C)cc1NC(=O)c1nnn(Cc2cccc(F)c2)c1N,-4,18,33,7,-1,34,11,-7,4,4,3
Cc1cc(C)n(C(=O)c2ccc(C)c(Br)c2)n1,-2,3,-17,7,8,1,-10,2,-3,2,1
Cc1c(C(=O)NCCN2CCCC(O)C2)oc2c(F)cccc12 (stereo unspecified),0,-26,6,9,2,-24,-17,-1,-10,4,-6
Nc1ccc(C(=O)Nc2nc3ccccc3s2)cc1,-5,-99,-78,-86,62*,-111,-13,13,9,-46,5
O=C(Nc1ccc(Cl)cc1)NC1CCCCNC1=O (stereo unspecified),-5,-26,-25,-42,-9,-6,-32,-1,x,2,-14
C=CCn1c(C)cc(C(=O)COc2nncc3ccccc23)c1C,2,-88,-96,-54,14,-53,10,2,-5,-28,5
COc1ccc(OCCNc2cc(Cl)ccc2[N+](=O)[O-])cc1,1,7,-8,-10,-9,15,-18,-2,-15,-7,-3
COc1cccc(NC(=S)NCc2ccccc2)c1,-2,-43,-21,-26,-15,-20,-3,-3,-5,-5,-54
COc1ccc(OC)c(S(=O)(=O)N2CCN(C)CC2c2ccccc2)c1 (stereo unspecified),-7,5,-4,-6,0,1,-2,0,-10,1,-1
CN(C)c1ccc(C(=S)Nc2ccccc2)cc1,-2,42,9,39,95*,50,82*,7,-6,46*,1
CCC(C)(C)n1nnnc1C(c1ccccc1F)N1CCC(C(N)=O)CC1 (stereo unspecified),6,-3,13,1,-11,9,-5,1,-8,-9,-2
NS(=O)(=O)c1ccc(NCC2COc3ccccc3O2)c([N+](=O)[O-])c1 (stereo unspecified),5,-49,1,-18,6,-1,-3,2,2,-5,-2
CN(NC(=O)c1ccccc1F)c1nc(C(F)(F)F)nc2ccccc12,-2,-8,6,17,18,28,24,2,6,-38,11
COC(=O)c1ccc(NC(=O)CCNS(=O)(=O)c2cccc3nonc23)cc1,-1,-7,2,-2,-15,7,14,1,-15,7,-10
Cc1ccc(C(O)P(=O)(OCc2ccccc2)c2ccc(N(C)C)cc2)cc1 (stereo unspecified),-2,-14,11,0,-2,14,0,2,-5,-13,-12
O=[N+]([O-])c1ccc(CN2CC(N3CC=CC3)CS2(=O)=O)cc1 (stereo unspecified),2,6,3,12,4,2,13,9,x,-19,-11
O=[N+]([O-])c1cc2c(cc1[N+](=O)[O-])OCCOCCOCCOCCO2,-1,8,-6,10,14,9,6,5,5,-22,4
CN(C)c1ccc(NC(=O)c2cccc(N3C(=O)CCC3=O)c2)cc1,1,-4,-1,-12,-11,-17,-16,0,-7,4,-10
Cc1sc(-c2cccnc2)nc1OC(=O)C1CC1,-5,6,-6,-12,-18,3,-15,-19,2,-20,-2
CN(C)S(=O)(=O)N1CCN(c2ccc([N+](=O)[O-])c(NC3CC3)c2)CC1,-5,-9,4,0,-1,18,17,4,0,16,-12
Cc1ccc2c(c1)c1nnc(SCC(=O)Nc3cccc(Cl)c3C)nc1n2CC(=O)O,2,-12,21,-47,-4,-8,0,-1,-1,22,9
O=C(NCCCn1ccnc1)/C(=C/c1ccco1)NC(=O)c1ccccc1,-1,-9,7,2,-4,7,21,-1,-5,8,1
COc1ccc(CCNC(=O)C(=O)c2cn(CC(=O)N3CCCC3)c3ccccc23)cc1,-4,3,0,19,-2,-2,0,-3,10,2,9
COCCn1c(SCC(=O)Nc2ccc3[nH]c(=O)[nH]c3c2)nc2ccccc21,-1,6,8,23,24,-4,-4,3,0,-6,-9
CCc1cc(-c2nnn(CCC3COCCO3)c2CC)ccc1-c1cn(Cc2ccc3ccccc3c2)nn1 (stereo unspecified),2,-15,45,22,9,13,6,16,-1,58*,2
Cc1ccc(CNC(=O)CCS(=O)(=O)c2ccc3c(c2)NC(=O)CS3)cc1,-3,9,-13,13,-14,23,-3,-2,11,3,-5
Cc1ccc(C(=O)OCC(=O)N2CCCCCC2)cc1S(=O)(=O)N1CCOCC1,-8,-16,10,-5,-8,-14,-8,-3,-6,5,1
Cc1cc(NC(=O)CCC(=O)N(Cc2ccco2)C2(C(=O)NC3CCCCC3)CCCCC2)no1,20,8,-7,-25,2,13,9,-1,3,-3,-1
O=C(NCC1CCCO1)c1ccc(COCC(F)(F)C(F)F)cc1 (stereo unspecified),7,-14,-32,-24,-6,0,2,-10,-5,-13,3
Cc1cc(C(=O)CSc2nncs2)c(C)n1Cc1ccco1,0,-90,-145,-56,28,-95,-28,4,-11,-37,-10
Cc1cc(SCC(=O)N/N=C/c2ccc(O)c(O)c2)c(C)cc1Br,-2,10,2,13,5,-19,19,8,-7,2,-5
COCc1ccc(CN2CCCCC2C(=O)Nc2ccc(Oc3ccccc3)nc2)o1 (stereo unspecified),3,-22,4,7,-13,-2,-9,-3,0,-13,0
CCN(CC)CCn1c(=S)[nH]c2ccc(Cl)cc2c1=O,7,-5,-1,4,-2,-36,3,-6,-3,-6,-9
COC(=O)c1ccc2nc(NC(=O)C(C)C)sc2c1,-1,-97,-155,-54,11,-73,-70,7,-12,-40,5
CCOc1cc(/C=N/O)ccc1OCC(=O)Nc1cccc(C)c1,-2,-14,9,-23,-1,1,-33,0,0,-13,3
O[C@H]1CN(Cc2cccs2)[C@@H](c2ccccc2)C[C@@H]1n1cc(C2CC2)nn1,-3,-3,8,-6,-14,-6,-8,1,1,0,-1
CCN(Cc1ccccc1)C(=O)c1ccc(CNS(=O)(=O)c2ccc(C)cc2)cc1,-1,11,6,-22,12,16,2,-1,6,13,-3
Cc1ccc(S(=O)(=O)N2CCC(C(=O)NCCc3ccccn3)CC2)cc1,4,5,-26,-3,35,15,10,-2,-3,-1,-16
CCCCN1CC(=O)N2[C@H]3c4cc(OC)ccc4OC[C@@H]3[C@H](C(=O)OCC)[C@]2(C)C1=O,2,-12,2,7,-9,-10,-10,-9,4,-9,-1
COc1ccc2[nH]c3c(NCCN4CCCCC4)ncnc3c2c1,16,4,8,x,-8,0,9,1,-5,x,-3
